MC4R antag cAMP: antagonists of human melanocortin 4 receptor (MC4R); P32245; MC4R-expressing cells, MTII-stimulated cAMP, LANCE TR-FRET; inhibition, % at 6.5 µM; 0.48% of 360,000 active; AID 540295;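 active = inhibition above its plate's cutoff, the mean of tested wells on that plate plus 3 SD, cut at about 29% in these data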;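 note: 0% = Melanotan II alone and 100% = Melanotan II plus saturating MCL0020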
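Assay system: U2OS-MC4R stable cell line; Also added: Melanotan II; Technique: Eu-cAMP/anti-cAMP TR-FRET, emission 671 nm; Times: 30-min compound, 1-h challenge, 1-h detection, room temperature.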
Glyco luc inh: blocks N-linked glycosylation in D54 reporter cells | 0.23% of 360,000 active | D54 ERlucT glycosylation luciferase reporter, 24 h; percent of 100 nM tunicamycin response | AID 588692 | reporter increase, % at 12.5 µM;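 active = mean luciferase reporter signal, scaled so untreated is 0 and the glycosylation-blocking control 100, at or above a set limit in every replicate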;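 note: luciferase carries N-glycosylation sites so blocking glycosylation raises the light; 0% = median of neutral control wells and 100% = median of 100 nM tunicamycin wells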
ABHD5-PLIN5 inh: blocks binding of human ABHD5 to perilipin-5 | inhibition, % at 4 µM | 0.78% of 360,000 active | Split G. princeps luciferase complementation, luminescence, 4 h | Q00G26+Q8WTS1;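 active = inhibition above the mean inhibition across every tested compound plus 3 SD, cut at about 22% in these data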;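 note: 0% = DMSO only wells and the 100% control is not disclosed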
Vif imaging: inhibitors of HIV Vif. HEK293T cells, Vif self-association by quenched fluorescence, imaging, 24 h. inhibition, % at 7.49 µM. 0.35% of 340,000 active. AID 602346; in the data active = inhibition above about 50%, passing the limit was not always enough; note: some results filed as inactive read as strong as hits
aDG glyco act: alpha-DG glycosylation activation; AID 624168; activation, % at 10 µM; Pro5-aDG cells, alpha-DG glycosylation AlphaScreen (IIH6); 0% Pro5, 100% B10-LARGE cell signal; 0.22% of 360,000 active;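 active = activation of at least 8% versus controls, or a plate z-score of at least 8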;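 note: Pro5 are CHO cells carrying HIG-tagged alpha-DG that lacks glycosylation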
TLR9-MyD88 inh: inhibitors of human TLR9-MyD88 binding. Q9NR96+Q99836. CHO BLA complementation TLR9-MyD88, CCF4 FRET ratio. inhibition, % at 4.98 µM. 0.21% of 340,000 active. AID 504734;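 active = inhibition above the mean over all tested compounds plus 3 SD, cut at about 21% in these data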;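 note: 0% = DMSO only wells and 100% = clavulanate BLA inhibitor control wells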
Granule exo inh: blocks lytic granule exocytosis | TALL-104 LAMP-1 surface exposure, flow cytometry; cells stimulated with thapsigargin and PMA | inhibition, % at 10 µM | 0.66% of 360,000 active | AID 651702;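 active = inhibition above about 55%, limit read from the data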
NOD2 RIPK2 PPI: NOD2-RIPK2 protein interaction inhibition | 0.38% of 360,000 active | inhibition, % at 4.98 µM | CHO BLA complementation NOD2-RIPK2, CCF4 ratio | O43353; in the data active = inhibition above about 21%;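 note: 0% = vehicle only and 100% = reference blocker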
MC4R barr agon: human MC4R agonism via beta-arrestin | 0.98% of 360,000 active | U2OS MC4R beta-arrestin complementation, luminescence; percent of melanotan II response, DMSO zero | AID 540308 | activation, % at 8.9 µM;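 active = activation above a per-plate cutoff, the mean activation of sample wells on that plate plus 3 SD, cut at about 8% in these data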
ABCB6 inh 2: blocks the human ABCB6 transporter. Q9NP58. K562-ABCB6 porphyrin accumulation, flow cytometry, 1 h; hits give low values. fluorescence ratio to DMSO, % at 10 µM. 0.19% of 360,000 active. AID 602162;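 active = fluorescence ratio to DMSO below 75%, the collection mean minus 3 SD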;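 note: signal is porphyrin accumulated inside mitochondria; 100% equals median channel fluorescence of DMSO control wells; lower ratio means ABCB6 inhibition with less porphyrin fluorescence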
Starred values were filed as active, the others as inactive; · = not tested or not shown.

MC4R barr agon,ABCB6 inh 2,Vif imaging,aDG glyco act,Granule exo inh,TLR9-MyD88 inh,NOD2 RIPK2 PPI,Glyco luc inh,ABHD5-PLIN5 inh,MC4R antag cAMP,canonical_smiles
-1.2,99,·,-0.1,-1,4,1,-1,1,-1,Cc1cc(C)n(C(=O)CCC(=O)Nc2ccc(C)c(C)c2)n1
0.1,114,3,-0.3,-3,8,-12,0,11,8,Cc1cc(-c2ccccc2)nc2[n+]1CCN2C
-0.8,90,·,-0.1,1,-1,-7,·,-4,-8,Cn1c(C(=O)NCC2CCCO2)cc2c(=O)n3ccccc3nc21 (stereo not given)
0.9,103,16,-0.1,-1,11,2,0,-4,-4,CC(C)N(Cc1ccccc1)C(=O)COC(=O)c1ccc2c(c1)OCCO2
-0.2,101,-21,1.1,-9,·,6,-4,2,12,Cn1c(=O)c2cc(NC(=S)NCc3ccccc3F)ccc2n1Cc1cccc(C(F)(F)F)c1
0.2,97,-3,-0.2,-2,-10,-8,0,-8,-10,COC(=O)c1sccc1NC(=S)Nc1cc(C)cc(C)c1
0.0,93,30,-0.3,5,-6,-4,-1,0,4,O=C(COC(=O)c1ccc(CO)cc1)c1ccc(S(=O)(=O)N2CCCCC2)cc1
-1.5,93,1,0.1,-3,5,2,-1,-1,-6,CCOC(=O)C/C(C)=N/NC(=O)c1cccs1
-0.5,96,-3,-0.1,0,8,3,2,-10,9,CCCCC(=O)Nc1cc(OC)c(NC(=S)Nc2ccc(OC)cc2)cc1OC
-0.9,97,4,0.2,-1,-2,-13,3,11,6,O=C(O)c1cc(S(=O)(=O)Nc2ccc3cn[nH]c3c2)ccc1Cl
-0.5,95,7,0.0,4,0,0,-1,-5,1,CCCCCCCCN1C(=O)C(O)=C(C(C)=O)C1c1ccccn1 (stereo not given)
-2.2,96,3,0.1,-6,0,3,1,0,-1,Cc1cc(C)cc(NC(=O)C[n+]2ccccc2)c1
0.7,100,-6,-0.1,15,0,-6,0,7,1,COc1ccc(Nc2nc(N3CCN(S(C)(=O)=O)CC3)nc3ccccc23)c(OC)c1
2.0,98,-13,-0.1,-2,1,-11,-7,0,13,Cc1c(/C(O)=C2\C(=O)C(=O)N(CCCN(C)C)C2c2cccs2)cnn1-c1ccccc1 (stereo not given)
-2.1,96,-22,0.6,0,-2,-4,-4,3,3,O=C(CSc1nnc(COc2cccc3ccccc23)o1)N1c2ccccc2CCc2ccccc21
0.5,102,9,0.0,0,8,-9,-1,-1,6,COc1ccccc1CNC(=O)CN1CCN(S(=O)(=O)c2cccs2)CC1
-1.0,92,-13,0.0,-1,6,-1,2,-4,23,COCCn1cnnc1SCC(=O)Nc1cc(OC)c([N+](=O)[O-])cc1C
-2.2,93,-5,0.3,89*,-3,3,-4,1,0,CCCN(c1ccccc1F)S(=O)(=O)c1cc(-c2cc(C)no2)ccc1OC
-2.3,97,-1,0.0,1,-6,4,-1,-1,-2,CNc1nc(Oc2ccccc2C(=O)OC)nc(SC)n1
1.8,95,2,0.1,2,-5,-8,3,-17,7,COc1cccc(/C=C2/C(=O)NN(c3ccc(C)c(C)c3)C2=O)c1
-2.1,96,4,-0.2,0,3,-5,2,-9,9,Cc1cc(C)c(/C=C(\C#N)C(N)=S)c(C)c1
-0.8,95,20,0.2,-4,-10,-2,3,-10,2,CCOc1ccccc1Nc1ccc(C(=O)O)cc1N
-0.6,98,-1,-0.1,0,-3,-9,0,-3,-2,CC(=O)Nc1sc(C)c(C)c1C(=O)OC(C)C
-0.5,89,-5,-0.2,-1,-9,5,-6,1,3,Cc1ccc(NC(=O)CC(C(=O)O)c2ccccc2)cc1 (stereo not given)
-0.6,98,4,0.2,11,-11,-2,-1,-4,2,COc1ccc(C(=O)/C=C/NCc2ccc(F)cc2)cc1OC
2.2,95,-4,0.9,18,4,-2,3,-2,4,OCC[C@@H]1C[C@H](O)[C@@H](O)[C@]2(CCCCO2)O1
-0.4,95,11,0.2,7,5,0,0,-5,11,Cc1oncc1C(=S)Nc1ccccc1
-1.6,100,1,0.0,0,-3,5,1,2,6,O=C(CCCCC(=O)OCC1COCO1)OCC1COCO1 (stereo not given)
0.5,103,-3,-0.2,-2,-5,-1,-3,-13,-5,Nc1c(N2CCOCC2)cc(Cl)c2nonc12
-1.2,94,-17,-0.1,-4,-4,-13,1,9,13,Cc1c(Cl)cccc1N1CC(C(=O)Nc2nccs2)CC1=O (stereo not given)
-0.5,102,9,0.1,-1,9,6,2,-13,-2,COc1cc(/C(C)=N/N2CCOCC2)cc(OC)c1OC
-0.3,102,-11,0.1,0,-3,-8,1,-7,3,Cc1ccc(CN2CCC(n3nccc3NC(=O)c3ccccc3C)CC2)o1
0.5,104,8,0.1,-2,11,-12,3,-4,15,Cc1ccc(NC(=O)CSC2=NN3CCCC(=O)N=C3S2)c(C)c1
-2.4,101,6,0.1,0,8,-4,-2,2,5,CCN1C(=O)c2ccccc2Sc2ccc(C(=O)NCCC(C)C)cc21
-0.5,90,3,0.0,1,8,2,2,-8,20,O=C(Nc1ccc2c(c1)OCO2)c1ccc[n+]([O-])c1
-3.8,99,0,0.3,-4,-8,-5,1,1,3,COc1cc(/C=C/C(=O)OCC(=O)N2CCC(C)CC2)ccc1O
·,105,-8,0.0,-1,·,-2,1,-2,·,CCc1ccc2cc(C)cnc2n1
-1.1,99,-1,-0.2,-20,-5,2,1,0,9,COCCn1c(SCC(=O)Nc2ccc(C(C)=O)cc2)nc2c([nH]c3ccccc32)c1=O
-0.9,109,·,0.3,-14,·,9,5,-21,12,FC(F)(F)c1cccc(-c2cc3nc(NC4CCCCC4)ccn3n2)c1
-3.1,105,-1,-0.8,52,5,-3,-4,14,3,CN1CCC(N(C)C(=O)/C=C/c2cn(-c3ccccc3)nc2-c2cccs2)CC1
-0.8,98,·,0.1,-3,4,-15,-1,-4,4,CC1CC(C)CN(S(=O)(=O)c2ccc(NC(=O)C3CC(=O)N(Cc4ccccc4)C3)cc2)C1 (stereo not given)
-1.0,96,-10,0.1,3,4,-2,-17,0,11,C/C(=N/N=C/c1ccc(N(C)C)cc1)c1ccccc1
-4.0,94,5,0.0,0,2,-8,4,-4,3,Cc1ccc(S(=O)(=O)NCC(=O)NCC(=O)OCC(=O)NC(=O)NC(C)(C)C)cc1C
-1.6,95,-5,0.4,-2,-2,2,0,-8,1,CCCn1nnnc1-c1ccc(Cl)cc1
0.1,98,6,0.7,1,-2,-2,2,-2,-7,O=C(CSc1n[nH]c(-c2cccnc2)n1)Nc1ccnc2ccccc12
4.7,100,-3,0.0,-4,8,0,-8,1,3,CCn1c(O)c(/C=C2\C=Nc3ccccc32)sc1=Nc1ccccc1
·,·,·,0.6,29,·,-18,·,6,·,CCc1c(-c2ccc(OC)cc2)ncn1Cc1cccc(-c2ccccc2)c1
-2.4,97,-3,0.0,-8,7,-12,2,3,-1,O=C(Nc1ccc(F)cc1)C1CCCN(c2cnccn2)C1 (stereo not given)
1.6,101,·,-0.2,19,-3,-7,0,-9,28,COc1ccc(CCNC(=O)CSc2nc(C)cc(C)n2)cc1OC
-0.8,89,0,0.1,1,1,3,0,-10,1,CCOC(=O)C1CCN(C(=O)CN2C(=O)NC3(CCCCC3)C2=O)CC1
-0.4,99,-2,0.0,-3,12,-4,1,-5,6,CC(=O)Nc1ccc(S(=O)(=O)Nc2nccs2)cc1
-3.2,77,-9,0.3,0,-3,0,-2,-11,2,Cc1cc(C)c(C(=O)OCc2csc(CC(=O)Nc3ccccc3C)n2)c(C)c1
-1.1,90,-9,0.1,-1,8,-5,1,-1,-2,O=C(Nc1cnn(Cc2ccc(F)cc2)c1)c1cnn2c(C(F)F)cc(-c3ccccc3)nc12
11*,95,·,1.4,11,·,1,-5,-7,3,COc1ccc(-c2cnc3c(NC(C)=O)cc(-c4ccc(C(=O)N5CCOCC5)cc4)cn23)cc1OC

An excerpt of these results, bar-delimited.
Compound | MC4R barr agon | ABCB6 inh 2 | Vif imaging | aDG glyco act | Granule exo inh | TLR9-MyD88 inh | NOD2 RIPK2 PPI | Glyco luc inh | ABHD5-PLIN5 inh | MC4R antag cAMP
CCn1c(O)c(/C=C2\C=Nc3ccccc32)sc1=Nc1ccccc1 | 4.7 | 100 | -3 | 0.0 | -4 | 8 | 0 | -8 | 1 | 3
CCc1c(-c2ccc(OC)cc2)ncn1Cc1cccc(-c2ccccc2)c1 | · | · | · | 0.6 | 29 | · | -18 | · | 6 | ·
O=C(Nc1ccc(F)cc1)C1CCCN(c2cnccn2)C1 (stereo not given) | -2.4 | 97 | -3 | 0.0 | -8 | 7 | -12 | 2 | 3 | -1
COc1ccc(CCNC(=O)CSc2nc(C)cc(C)n2)cc1OC | 1.6 | 101 | · | -0.2 | 19 | -3 | -7 | 0 | -9 | 28
CCOC(=O)C1CCN(C(=O)CN2C(=O)NC3(CCCCC3)C2=O)CC1 | -0.8 | 89 | 0 | 0.1 | 1 | 1 | 3 | 0 | -10 | 1
CC(=O)Nc1ccc(S(=O)(=O)Nc2nccs2)cc1 | -0.4 | 99 | -2 | 0.0 | -3 | 12 | -4 | 1 | -5 | 6
Cc1cc(C)c(C(=O)OCc2csc(CC(=O)Nc3ccccc3C)n2)c(C)c1 | -3.2 | 77 | -9 | 0.3 | 0 | -3 | 0 | -2 | -11 | 2

Screening results as filed in PubChem BioAssay.

Not all compounds are listed (hit frequency here may not be typical).
